TCR activator: activators of T cell receptors; primary human leukocytes, anti-CD3, IL-2 HTRF, 48 h; Potency, µM (doses to about 9.22 µM), for inactives: top-dose activation of IL-2 secretion, hits mostly activators; 330,000 tested, under 10 active; AID 504894; also: % of control where 0% means no effect
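IL-2 produced over 48 hr by a-CD3 bead-stimulated primary human leukocytes exposed to compounds was detected with a homogeneous time-resolved FRET immunoassay, 665nm acceptor signal after 320nm excitation.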
KCNH2 3.1 block: inhibitors of human KCNH2 3.1 potassium channel isoform | activity change, % (tested at about 1.8 µM) | AID 720553 | 340,000 tested, 0.95% active | U2OS KCNH2 3.1, thallium flux FluxOr; active compounds read low;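 active = maximum activity change below -70%; inconclusive = maximum activity change from -70% to -50%; inactive = maximum activity change above -50%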;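 also: thallium influx rate constant from kinetic fluorescence after stimulation buffer; % is scaled to controls: 0 for no effect and ±100 for the full control effect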
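Measured as rate of thallium-driven FluxOr signal in transduced U2OS cells carrying the 3.1 channel, read kinetically for 2 min upon stimulation; values are rate constants scaled to DMSO control wells.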
USP2a inh: inhibitors of human ubiquitin-specific protease USP2a; 330,000 tested, 0.01% active; AID 463254; USP2 core, Ub-CHOP2 coupled fluorogenic reporter, 485/531; Potency, µM (titrated, usually from 38.3 µM), inactives show at the highest dose activity change, negative = inhibition, usual class: inhibitors; O75604;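 also: potency is read from the fitted curve at half-maximal effect; plate controls were DMSO wells for no effect and full inhibition by NEM control for full effect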
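USP2 core (10nM final) preincubated 30min RT with compound in 20mM Tris-HCl pH 8.0, 2mM CaCl2, 2mM beta-mercaptoethanol, 0.05% CHAPS; 25nM Ub-CHOP2 plus 25nM reporter substrate added, fluorescence (Ex485/Em531) read after 60min.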
TRPV1 agonist: activates the human vanilloid receptor TRPV1; AID 540275; Q8NER1; TRPV1-expressing cells, Fluo-8 calcium influx, agonist mode; 320,000 tested, 0.19% active; activation, % at 8.33 µM; in the data active = activation above about 80%; inconclusive = between about 30% and that limit; also: 0% is about no effect
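Cells expressing TRPV1 were dye-loaded with Fluo-8 and read kinetically: 10 s baseline, 3 min after compound (agonist portion), then 2 min after EC20 capsaicin (allosteric enhancer portion). Calcium-bound dye fluorescence at 480/520 nm.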
TSHR antag: human thyrotropin receptor antagonism. activity change, negative = inhibition, % at 11.5 µM. 330,000 tested, 0.2% active. P16473. TSHR-expressing cells, TSH-stimulated cAMP HTRF, 2 h; active compounds read low;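 active = activity change below a set negative limit, meaning inhibition stronger than a set level, cut at about -70% in these data; inconclusive = activity change between two set negative limits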; also: % is scaled to controls: 0 for no effect and ±100 for the full control effect
Target sequence (P16473 whole entry, looked up): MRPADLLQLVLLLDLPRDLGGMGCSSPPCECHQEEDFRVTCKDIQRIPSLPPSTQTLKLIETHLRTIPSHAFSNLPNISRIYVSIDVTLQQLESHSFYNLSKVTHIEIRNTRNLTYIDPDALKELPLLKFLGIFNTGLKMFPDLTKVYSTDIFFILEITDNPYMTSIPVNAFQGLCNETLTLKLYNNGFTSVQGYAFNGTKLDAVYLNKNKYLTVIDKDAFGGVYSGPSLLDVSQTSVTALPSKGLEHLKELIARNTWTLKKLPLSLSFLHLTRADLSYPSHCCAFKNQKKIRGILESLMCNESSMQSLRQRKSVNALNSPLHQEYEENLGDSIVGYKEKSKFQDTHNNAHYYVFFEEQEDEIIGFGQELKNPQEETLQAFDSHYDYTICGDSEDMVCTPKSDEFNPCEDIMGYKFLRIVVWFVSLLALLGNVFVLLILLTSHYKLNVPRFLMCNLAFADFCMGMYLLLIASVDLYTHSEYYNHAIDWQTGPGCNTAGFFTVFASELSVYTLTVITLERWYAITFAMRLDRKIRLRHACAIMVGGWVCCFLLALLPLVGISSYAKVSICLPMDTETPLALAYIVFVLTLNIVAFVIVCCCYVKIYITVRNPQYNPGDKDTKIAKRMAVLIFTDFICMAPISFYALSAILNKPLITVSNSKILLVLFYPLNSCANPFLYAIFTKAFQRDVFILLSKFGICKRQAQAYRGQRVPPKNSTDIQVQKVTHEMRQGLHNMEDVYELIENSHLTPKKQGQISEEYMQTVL
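Antagonism was scored as loss of TSH-driven cAMP in TSHR cells, stimulated with 4nM TSH (EC80) for 2 hours at 37 deg C and detected by homogeneous HTRF competition immunoassay.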
Mito fusion act: blocks mitochondrial division or promotes mitochondrial fusion | Potency, µM (highest dose often 46.1 µM), for inactives: top-dose growth rescue (activation), actives largely listed as activators | 320,000 tested, 0.23% active | S. cerevisiae fusion-defective mutant growth rescue, CellTiterGlo 48 h;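 also: potency is read from the fitted curve at half-maximal effect; % of control where 0% means no effect; nearly all actives have a fitted effect of over 45% in size; temperature-sensitive fusion mutants such as fzo1-1 at 37 °C on non-fermentable ethanol glycerol medium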
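S. cerevisiae fusion-defective temperature-sensitive mutants (e.g. fzo1-1, mgm1-5) grown 48 h at 37C in YPEG (ethanol/glycerol non-fermentable) medium with 23 nl compound per well; growth rescue read as CellTiterGlo luminescence.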
Eya2 phos inh: blocks the phosphatase activity of human Eya2 | O00167 | recombinant Eya2, OMFP fluorescence dephosphorylation (OMFP is methylfluorescein phosphate) | Potency, µM (doses to about 76.9 µM), without a hit: at the highest dose activity, negative = inhibition, most hits filed as inhibitors | 330,000 tested, 0.006% active | AID 488837; also: potency is read from the fitted curve at half-maximal effect; % is scaled to controls: 0 for no effect and ±100 for the full control effect
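Eya2 (0.2 uM) preincubated 10 min at ambient with compound, then OMFP substrate added at 50 uM; 10 min reaction in 50 mM HEPES pH 7.5, 50 mM NaCl, 5 uM MgCl2, 0.05% BSA, 1 mM DTT. Fluorescence read at Ex 485/Em 525 nm.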
ELG1 DNA repair: inhibitors of ELG1-dependent DNA repair in HEK293T cells | HEK293T ELG1-luciferase reporter, luminescence, 16 h; DNA damage induced by 5-fluorouridine | Potency, µM (highest dose often 46.1 µM), for the others: at the highest dose activity change, negative = inhibition, actives largely listed as inhibitors | 330,000 tested, 2.3% active | AID 504467; also: potency is read from the fitted curve at half-maximal effect; % is scaled to controls: 0 for no effect and ±100 for the full control effect; nearly all actives have a fitted effect of over 55% in size
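DMSO vehicle served as the neutral condition. Each well held 2,000 cells given 5-fluorouridine plus compound; after 16 hr at 37 °C/5% CO2, ONE-Glo was added and luciferase measured 30 min later.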
hERG WT inh: blocks the wildtype human KCNH2 potassium channel; U2OS, BacMam KCNH2, thallium flux FluxOr; active compounds read low; activity change, % at 1.84 µM; 340,000 tested, 0.37% active; Q12809;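 active = maximum activity change below -70%; inconclusive = maximum activity change between -70% and -50%; inactive = maximum activity change above -50%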; also: % is scaled to controls: 0 for no effect and ±100 for the full control effect
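U2OS cells transduced with wild-type KCNH2 virus are loaded with FluxOr dye for 45 min, and thallium flux is measured in kinetic reads before and after stimulation buffer. Rate constants are normalized to DMSO controls.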
AT treatment: potential ataxia-telangiectasia treatments restoring KAP-1 phosphorylation | 320,000 tested, 0.19% active | Potency, µM (highest dose often 57.5 µM), for inactives: at the highest dose activation, most hits filed as activators | AID 485349 | […] A-T fibroblasts, KAP-1 phosphorylation AlphaLISA; neocarzinostatin DNA damage 30 min before lysis; also: potency is read from the fitted curve at half-maximal effect; % of control where 0% means no effect; nearly all actives have a fitted effect of over 45% in size
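ATM-like activity read as KAP-1 phosphorylation via AlphaLISA donor/acceptor antibody pairs after lysis and 6 hr at 25C. Cells were ATM-null patient fibroblasts ([…], hTERT), dosed 60 min, then exposed to the DSB inducer NCS for 30 min.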
* marks the source's active call; other numbers are inactive results; ? = inconclusive; nt = no result given; [ ] = remark or other dose. Unless noted, calls follow the shape of the dose curve; as a rule, active = well fitted curve in the direction sought with a large enough effect; inconclusive = small, poorly fitted or top-dose-only effect, or another doubt; inactive = no such curve, though single readings can be large; an effect the other way counts as inactive or inconclusive. The list is partial (hit frequency here may not be typical).

Every second line gives: Mito fusion act, hERG WT inh, USP2a inh, Eya2 phos inh, KCNH2 3.1 block, ELG1 DNA repair, AT treatment, TRPV1 agonist, TSHR antag, TCR activator
1) Cc1cc(-c2nn(-c3ccccc3F)cc2CN2CCC(C(N)=O)CC2)c(C)s1
  -5%, 26, -2%, -10%, 7, 4%, -1%, 3, -3, -13%
2) CC(C)C(NC(=O)c1ccco1)C(=O)OCC(=O)Nc1ccc(C(N)=O)cc1 (configuration not stated)
  3%, 8, -1%, 2%, -5, -2%, -2%, 0, 10, 8%
3) C[C@@H](C(=O)NCCCCCC(=O)O)n1nnc2ccccc2c1=O
  0%, -16, -1%, -27%, 17, 16%, 5%, -2, -3, 1%
4) COc1ccc(-c2nc(Cn3c(SCc4ccc(F)cc4)nc4ccncc43)c(C)o2)cc1OC
  2%, -33, ?, -9%, -2, ?, 3%, -2, -8, -6%
5) Clc1ccc(C(c2nnnn2C2CCCC2)N2CCN(Cc3ccncc3)CC2)cc1 (configuration not stated)
  4%, -10, -2%, 1%, -26, -5%, 2%, 24, 10, -3%
6) CC(C(=O)N1CCCCCC1)N(c1ccc(Cl)cc1)S(C)(=O)=O (configuration not stated)
  2%, -2, 1%, -4%, 5, -13%, 4%, 21, -4, -8%
7) O=C(CC1C(=O)N(c2ccccc2)C(=O)N1C1CCCCC1)Nc1ccccc1 (configuration not stated)
  -2%, -1, 3%, -10%, 2, 15%, 4%, 3, 14, nt
8) Cc1ccc(C)c(NS(=O)(=O)c2c(C)nc3sccn3c2=O)c1
  2%, -26, 0%, -8%, -15, 17%, -7%, 0, 3, 1%
9) COc1cc(NS(=O)(=O)c2ccc(N/C=C\C(=O)c3ccc(F)cc3)cc2)nc(OC)n1
  -4%, -6, -4%, 3%, -11, ?, 1%, 0, -6, 3%[46.1 µM]
10) COc1ccc(C)cc1NC(=O)c1ccc(S(=O)(=O)N2CCOCC2)cc1
  2%, -20, 2%, -5%, 2, -8%, 2%, 21, -7, 0%
11) CCOc1cc(S(=O)(=O)n2cnc(C)c2)ccc1Cl
  13%, 21, 0%, 4%, 7, 5%, 16%, 0, -42, 6%
12) COc1cc(CN2CCCCC2C(=O)Nc2ccc(Oc3ccccc3)nc2)ccc1O (configuration not stated)
  1%, -6, -10%, 10%, 0, ?, -1%, 29, 66, 9%
13) Cc1ccc(C2N=C(N)Nc3nc(=O)c4ccccc4n32)cc1 (configuration not stated)
  9%, -2, 4%, 0%, 3, 26%, 9%, 18, -27, 4%
14) Cc1ccc(-n2nnnc2SCc2nc3sc(C)c(C)c3c(=O)[nH]2)cc1
  -3%, 3, 6%, 1%, -4, -1%, 1%, 2, -5, -1%
15) CCCN1CCCc2ccccc21
  -1%, 18, 2%, -1%, -5, 0%, nt, -2, 8, -321%
16) CCC(CC)c1nc(C#N)c(NC(C)c2ccccc2)o1 (configuration not stated)
  13%, 0, -1%, -7%, -9, -12%, nt, 30, -3, 2%[46.1 µM]
17) CCOC(=O)C(O)(CC(=O)c1ccc(OC)cc1)C(F)(F)F (configuration not stated)
  0%, -6, 5%, -15%, -1, 2%, 4%, 0, 7, 3%[46.1 µM]
18) COc1ccc(CCNC(=O)c2cccc(NC3=NC4CS(=O)(=O)CC4S3)c2)c(OC)c1 (configuration not stated)
  1%, 13, 0%, -3%, 13, 4%, 2%, -1, 42, 6%
19) CC(=O)Nc1nc(C)c(S(N)(=O)=O)s1
  1%, -6, -1%, 6%, -8, 2%, 1%, -4, -7, -2%
20) O=C(NCc1cccnc1)c1ccc(Cl)c(S(=O)(=O)N2CCOCC2)c1
  3%, 1, 4%, -14%, 4, 1%, 9%, 2, 31, -2%
21) CCC(=O)N(Cc1cc(=O)[nH]c2ccccc12)c1cccc(C)c1
  -1%, -23, 2%, -1%, -2, -10%, 1%, -5, 1, -3%
22) CCN(CC)C(=O)CSc1nnc(COc2ccccc2)n1CC
  1%, -3, -1%, 9%, -1, ?, 5%, -3, -5, 1%
23) CCN(CC)CCn1c(NC(=O)c2ccc(C(F)(F)F)cc2)nc2ccccc21
  9%, 8, -1%, 3%, ?, ?, 1%, 4, 6, -2%
24) COc1cccc(/C(O)=C/c2nc3ccc(C(=O)NCCc4ccc(Cl)cc4)cc3[nH]c2=O)c1
  -3%, -3, 11%, -2%, -11, ?, -9%, 6, 2, -4%[46.1 µM]
25) COc1cccc(CNCC(O)COc2ccc(C(=O)c3ccccc3)cc2)c1 (configuration not stated)
  -22%, 20, -5%, 4%, 12, -12%, 13%, 13, -3, 0%
26) CC1Oc2ccccc2N(CC(=O)NCc2ccc3c(c2)OCO3)C1=O (configuration not stated)
  -2%, -12, 2%, 2%, -7, 2%, 3%, -7, 4, -1%
27) CCC(=O)NCCc1nc2cc(NC(=O)c3ccccc3Cl)ccc2n1C
  -2%, 6, -9%, -22%, 1, ?, 9%, 0, 1, 2%
28) CCOc1ccc(NC(=S)NC(=O)/C=C/c2ccc(OC)cc2)c([N+](=O)[O-])c1
  -16%, -10, -1%, -10%, -9, 20%, -16%, 11, -15, 1%[46.1 µM]
29) COc1ccc([C@@H]2CC=C(C(=O)O)[C@H](c3ccccc3F)N2S(=O)(=O)c2ccccc2C)cc1
  -8%, -3, 0%, 10%, -20, 30%, 4%, -6, 10, 6%
30) O=C(COc1ccccc1F)Nc1ccc2c(c1)OCCO2
  5%, 6, 12%, -7%, 8, ?, 8%, 1, 6, 2%
31) O=C(c1ccc(F)cc1)N1CCC(N2CCCCCC2)CC1
  5%, 7, 1%, -31%, 2, 8%, -1%, 1, 16, 1%
32) CC(=O)COc1ccc2c(-c3ccccc3)cc(=O)oc2c1
  0%, -24, ?, -17%, -20, 7%, -4%, 19, -3, -3%[46.1 µM]
33) CCOC(=O)N1CCN(C(=O)CCN2C(=O)/C(=C\c3cccc(OC)c3)SC2=S)CC1
  -5%, -5, -1%, -5%, -3, 13%, 9%, 2, -6, 0%
34) CCC(=O)N1CCCc2cc(S(=O)(=O)N3CCN(c4ccccn4)CC3)ccc21
  6%, 4, 2%, 4%, 5, -24%, -3%, 14, -10, 24%
35) COc1ccc(C2=NN(C(=O)CCCC(=O)O)C(c3cn(-c4ccccc4)nc3-c3ccccc3)C2)cc1 (configuration not stated)
  -6%, 11, -1%, 2%, 13, 10%, 67%, -15, 10, -7%
36) CSc1ccccc1C(=O)C1CCCN(Cc2c(C)n(C)n(-c3ccccc3)c2=O)C1 (configuration not stated)
  2%, -150*, 2%, 4%, -188*, 3%, -1%, 0, 3, 5%
37) CCc1n(CC(O)COC2CCCCC2)c2ccccc2[n+]1C (configuration not stated)
  -11%, -5, 1%, 4%, -33, 5%, -5%, -1, -2, -2%
38) CCN1CCN(C(=O)c2ccc3c(c2)S(=O)(=O)c2ccccc2C3=O)CC1
  -8%, 2, 3%, 11%, -4, -7%, -4%, -2, 24, -2%
39) CCCCCCc1c(O)nc(SCC(=O)O)[nH]c1=O
  16%, 47, -1%, 2%, -2, 8%, -22%, 0, 7, 1%
40) C=CCNC(=O)/C(C#N)=C\c1cc(Cl)c(O)c(OCC)c1
  15%, 0, 4%, -7%, -11, 10%, -3%, -1, -2, -5%[46.1 µM]
41) CCOC(=O)c1cc(-c2ccc(F)cc2)n(CC(=O)N2CCCC2)c1C
  0%, -3, 0%, -23%, 0, -4%, -6%, 4, 13, -3%
42) Cc1ccc(NC(=S)N2CCCC(CO)C2)c(C)c1 (configuration not stated)
  -5%, 3, 4%, 15%, 9, 0%, 4%, 0, 6, -2%
43) CC(=O)N1CC(C)Oc2ccc(S(=O)(=O)NC(CC(=O)O)c3ccc(C)cc3C)cc21 (configuration not stated)
  -1%, 9, 2%, 3%, -9, 8%, 1%, 1, 24, -2%
44) O=c1c2ccccc2[nH]c(=S)n1CCN1CCN(Cc2ccccc2)CC1
  -5%, 70, -1%, -5%, 11, 1%, 7%, 10, 2, 3%

Compound profiles, from the list above. Order of screens: Mito fusion act | hERG WT inh | USP2a inh | Eya2 phos inh | KCNH2 3.1 block | ELG1 DNA repair | AT treatment | TRPV1 agonist | TSHR antag | TCR activator
`CCN1CCN(C(=O)c2ccc3c(c2)S(=O)(=O)c2ccccc2C3=O)CC1` reads -8% | 2 | 3% | 11% | -4 | -7% | -4% | -2 | 24 | -2%
`CCC(=O)N1CCCc2cc(S(=O)(=O)N3CCN(c4ccccn4)CC3)ccc21` reads 6% | 4 | 2% | 4% | 5 | -24% | -3% | 14 | -10 | 24%

Screening results deposited in PubChem BioAssay by National Center for Advancing Translational Sciences (NCATS).
